IL2 activator: IL-2 activation; IL-2 activation reporter assay, cell-based qHTS; stimulated with anti-CD3/CD4/CD28 beads; in transgenic mouse T cells; activation, % (series mostly up to about 46 µM); 360,000 compounds, 0.065% hits; in the data active means activation above about 50%; inconclusive means mostly about 30% to 49%; further: 0% is about no effect
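Using fluorescent plate cytometry, EGFP and DsRed are detected in transgenic mouse T cells stimulated 18 h at 37 degrees C with antibody-coated beads after 60 min compound pretreatment.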
EPAC1 agonist: activates human EPAC1 exchange factor. Potency, µM (top dose mostly 154 µM), without a hit: at the highest dose activation, actives largely listed as activators. O95398. EPAC1 agonist qHTS, biochemical assay; response scale: 100% = response to 6.5 mM cAMP. 360,000 compounds, 0.073% hits; further: potency means the concentration at half of the fitted maximal effect; nearly all actives have a fitted effect of over 60% in size
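Normalized to 6.5 mM cAMP, activity reflects EPAC1-catalysed release of BODIPY-GDP from Rap1B, followed kinetically over 30 min at 480 nm excitation, 540 nm emission. Reaction contained 100 nM EPAC1, 250 nM Rap1B-BODIPY-GDP, 50 uM GDP.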
FUS suppressor: suppressors of FUS proteinopathy in yeast; Potency, µM (top dose mostly 76.6 µM), for inactives: at the top dose growth rescue (activation), usual class: activators; 390,000 compounds, 0.24% hits; S. cerevisiae FUS-expressing, growth rescue, OD600, 24 h; AID 1347120;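 further: potency means the concentration at half of the fitted maximal effect; plate controls were DMSO vehicle for no effect and reference control for full effect; nearly all actives have a fitted effect of over 55% in size; some results filed as inactive show a strong effect at the top dose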
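Absorbance at 600 nm, taken 24hr after compound addition, measured rescue of FUS-yeast growth at 30C. Induction used 2% galactose with seeding at OD 0.005. Controls: CP55940 from 92uM final, DMSO only.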
PLK1 PBD inh: inhibitors of human PLK1 polo-box domain binding; Potency, µM, for inactives: max response, negative = inhibition, most hits filed as inhibitors; AID 720504; Plk1 PBD binding of FITC phosphopeptide, fluorescence polarization; 360,000 compounds, 2.8% hits; further: potency means the concentration at half of the fitted maximal effect; series mostly up to about 57 µM; on the % scale 0 is the no-effect control and ±100 the full control effect; nearly all actives have a fitted effect of over 65% in size
Target sequence (P53350 whole entry, looked up, the tested form may be a part): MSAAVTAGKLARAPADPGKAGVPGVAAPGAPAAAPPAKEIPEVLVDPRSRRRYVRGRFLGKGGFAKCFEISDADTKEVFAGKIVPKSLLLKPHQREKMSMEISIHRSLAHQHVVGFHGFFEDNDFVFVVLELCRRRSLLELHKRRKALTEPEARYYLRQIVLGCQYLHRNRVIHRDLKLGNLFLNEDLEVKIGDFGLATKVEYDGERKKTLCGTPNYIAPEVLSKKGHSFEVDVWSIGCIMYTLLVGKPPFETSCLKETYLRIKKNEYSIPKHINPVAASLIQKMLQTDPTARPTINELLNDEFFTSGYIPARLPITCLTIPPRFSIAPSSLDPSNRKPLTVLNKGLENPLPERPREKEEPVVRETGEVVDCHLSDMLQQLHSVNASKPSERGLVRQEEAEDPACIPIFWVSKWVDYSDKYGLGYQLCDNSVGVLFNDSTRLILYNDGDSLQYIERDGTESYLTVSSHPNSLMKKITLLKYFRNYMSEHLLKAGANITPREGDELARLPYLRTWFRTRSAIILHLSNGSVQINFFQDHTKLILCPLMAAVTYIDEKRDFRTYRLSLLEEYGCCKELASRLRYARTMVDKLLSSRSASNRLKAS
WRN helicase inh: blocks human WRN helicase | Q14191 | WRN helicase unwinding, fluorescent forked duplex, kinetic | Potency, µM (highest dose often 114 µM), for the others: top-dose activity change, negative = inhibition, usual class: inhibitors | 360,000 compounds, 0.46% hits | AID 651768; further: potency means the concentration at half of the fitted maximal effect; on the % scale 0 is the no-effect control and ±100 the full control effect; nearly all actives have a fitted effect of over 55% in size
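Fluorescence dequenching readout, ex 525 nm/em 598 nm, kinetic mode: forked duplex DNA (100 nM final) with adjacent fluorophore and quencher unwound by WRN (20 nM final) with 2 mM ATP. Compound preincubation 15 min, room temperature.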
Abeta rescue: A-beta toxicity reversal in yeast; Potency, µM (series often up to 46.1 µM), inactives show at the top dose growth rescue, most hits filed as activators; yeast expressing A-beta42, growth rescue, OD600, 48 h; response scale: 0% DMSO, 100% iron-clioquinol control; 410,000 compounds, 0.063% hits; AID 1347071; further: potency means the concentration at half of the fitted maximal effect; nearly all actives have a fitted effect of over 55% in size
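Yeast growth medium received pinned compounds, then yeast cells expressing toxic A-beta were added; plates incubated at 30 C for 48 hr. Growth read as absorbance at 600 nm, normalized to DMSO and equimolar FeCl3 plus clioquinol controls.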
PI5P4K alpha inh: PI5P4K alpha (human) kinase inhibition; PI5P4Kalpha enzyme, ADP-Glo luminescence, 60 min; stronger effect = lower value; max response, %; 330,000 compounds, 1.2% hits; active means max response of -50% or lower; inconclusive means between -30% and -50%; inactive means -30% or higher; further: value at the top dose of about 77 µM; on the % scale 0 is the no-effect control and ±100 the full control effect
Target sequence (P48426 whole entry, looked up): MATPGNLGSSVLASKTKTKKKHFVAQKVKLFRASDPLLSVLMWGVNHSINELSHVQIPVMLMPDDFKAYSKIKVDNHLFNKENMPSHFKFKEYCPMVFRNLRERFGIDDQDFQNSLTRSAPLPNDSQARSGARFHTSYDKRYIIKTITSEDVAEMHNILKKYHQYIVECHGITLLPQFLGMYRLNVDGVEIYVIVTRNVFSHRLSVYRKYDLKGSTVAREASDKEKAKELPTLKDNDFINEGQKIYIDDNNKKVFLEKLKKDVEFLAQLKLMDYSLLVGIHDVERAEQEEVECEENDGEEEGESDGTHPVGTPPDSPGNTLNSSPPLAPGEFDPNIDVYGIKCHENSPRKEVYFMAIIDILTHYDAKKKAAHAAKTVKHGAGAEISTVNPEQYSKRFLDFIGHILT
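Enzyme plus substrate dispensed, test compounds pinned in, then ATP (5 microM final) added. After 60 min at RT, ADP-Glo reagent 1 for 45 min and reagent 2 for 30 min preceded luminescence imaging.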
EPAC1 antagonist: EPAC1 (human) antagonism. 360,000 compounds, 0.14% hits. O95398. Potency, µM (highest dose often 115 µM), without a hit: top-dose activity change, negative = inhibition, most hits filed as inhibitors. EPAC1 GEF assay, Rap1b-BODIPY-GDP exchange fluorescence. AID 720709;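 further: potency means the concentration at half of the fitted maximal effect; plate controls were vehicle for no effect and positive control for full effect; nearly all actives have a fitted effect of over 50% in size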
Starred values were filed as active, the others as inactive; ? = inconclusive; . = no result given; [ ] = dose if it differs, or a comment. Unless noted, the call rests on the fitted dose curve; in most records, active means well fitted curve in the direction sought with a large enough effect; inconclusive means small, poorly fitted or top-dose-only effect, or another doubt; inactive means no such curve, though single readings can be large; an effect the other way counts as inactive or inconclusive.

Every second line gives: IL2 activator	EPAC1 agonist	FUS suppressor	PLK1 PBD inh	WRN helicase inh	Abeta rescue	PI5P4K alpha inh	EPAC1 antagonist
(1) O=C(NCc1cccc(Cl)c1)NCc1cccc(Cl)c1
  0.8	1%	18%	-3%	-2%	11%	3	-12%
(2) CC(C)NC(=O)c1sc2nc(-c3cccs3)cc(-c3cccs3)c2c1N
  5.7	17%	?	-26%	-8%	?	.	3%
(3) O=C(CC1S/C(=N/N=C/C=C/c2ccccc2)NC1=O)Nc1ccc(C(=O)O)cc1 (stereo not given)
  0.0	-1%	26%	-2%	-19%	1%	-77*	12%
(4) CCN(c1ccc(NC(=O)COC(=O)c2ccc(C)s2)cc1)C(C)C
  -2.5	-16%	30%	-19%	-14%	10%	-1	-19%
(5) COC(=O)c1cc(C(=O)c2cc(F)ccc2O)cn2c(=O)c3c(C)c(C)sc3nc12
  -1.7	8%	6%	?	-16%	1%	-6	-22%
(6) N#C/C(C(=O)N1CCCCC1)=C1\Nc2ccccc2S1
  -0.3	2%	-33%	-15%	-13%	4%[9.22 µM]	-14	-9%
(7) O=C(N/N=C/c1ccccn1)c1cccc(NC(=O)c2ccccc2Cl)c1
  -1.7	7%	19%	-7%	-2%[57.1 µM]	7%	1	-10%
(8) CC(C)OC(=O)CC(=O)c1sc2nc3c(cc2c1N)CN(C)CC3
  -0.8	4%	13µM*	-30%	?	-4%	-25	-9%
(9) O=C(CSc1nnc(-c2ccc(F)cc2)o1)NC1CCCC1
  -0.7	7%	10%	-14%	3%	3%	-1	2%
(10) CCOC(=O)C1=C(C)NC2(O)c3ccccc3C(=O)C12O (stereo not given)
  3.0	0%	-1%	?	3%	-3%	-1	-14%
(11) O=C(NCC1CCCCC1)c1cc([N+](=O)[O-])ccc1Cl
  1.3	2%	6%	-9%	5%	3%	3	-20%
(12) O=C(NCCN1CCOCC1)c1cc(Sc2cccc(Cl)c2)nc2ccccc12
  -2.9	-2%	-4%	0%	-11%	14%	8	-12%
(13) Nc1c(C(=O)NC23CC4CC(CC(C4)C2)C3)sc2nc3c(c(C(F)(F)F)c12)CCC3
  0.9	2%	-11%	-13%	0%	9%	.	-7%
(14) CC(C)(C)C(=O)Nc1nc(=S)ss1
  -5.7	-7%	.	?	-36%	-13%	?	5%
(15) O=C(Nc1ccncc1)c1ccc(Cl)c(S(=O)(=O)N2CCCC2)c1
  -0.2	14%	4%	-8%	0%	1%	-1	-14%
(16) COC(=O)c1cc(NS(=O)(=O)c2ccc(N3CCOCC3)c(NC(C)=O)c2)cc(C(=O)OC)c1
  -3.9	7%	6%	-13%	-4%	-8%	10	-8%
(17) Cc1ccccc1NS(=O)(=O)c1ccc(OCC(=O)N2CCCC2)cc1
  -3.3	-2%	-6%	-8%	-26%[57.1 µM]	-3%	5	18%
(18) Cc1ccc(-n2c(CSc3nc(C)cc(C)n3)nnc2SCC(=O)N2CCCC2)cc1
  -1.9	-3%	1%	-5%	5%	-2%	.	10%
(19) CC(C)(C)c1sc(N)nc1-c1ccccc1
  -1.5	-5%	2%	-7%	-16%	-7%	.	13%
(20) COc1cccc(CN2CCN(Cc3cccc4nonc34)CC2CCO)c1 (stereo not given)
  -1.9	1%	-6%	17µM*	13%	-1%	-4	9%
(21) O=C(c1sc2cc(F)ccc2c1Cl)N1CCN(c2cccc(Cl)c2)CC1
  -0.2	-1%	7%	2%	5%	2%	2	15%
(22) CCOC(=O)C1CCCN(Cc2ccc(O)c(OC)c2)C1 (stereo not given)
  -1.4	1%	2%	-5%	-1%	-10%	1	10%
(23) Cc1cc(OC(=O)c2cc(Cl)nc3ccccc23)ccc1Cl
  -2.0	0%	10%	-3%	-4%	18%	2	8%
(24) CCN(CC)c1ccc(C(=O)Nn2c(C)nc3ccccc3c2=O)cc1
  0.9	-1%	-15%	-9%	3%	-9%	1	4%
(25) O=C(/C=C/c1ccccc1)N/C(=C/c1ccccc1)C(=O)NCCO
  -3.4	13%	22%	-2%	2%	2%	.	2%
(26) O=C1CC(=O)Nc2cc(S(=O)(=O)NCc3cccs3)ccc2N1
  -0.5	-4%	-1%	-3%	5%	13%	-12	3%
(27) Cc1ccc(NC(=O)CC2CS(=O)(=O)CC2CC(=O)Nc2ccc(C)c(C)c2)cc1C (stereo not given)
  0.3	-4%	-4%	-17%	-1%	-18%	10	-9%
(28) CCOc1cc(C2C(C#N)=C(N)OC(C)=C2C(C)=O)c(Br)c(Br)c1OC(C)C (stereo not given)
  0.7	-13%	.	-30%	-16%	0%	-6	-22%
(29) Clc1ccc(Cn2ncc3c(N4CCN(c5ccccc5)CC4)ncnc32)cc1
  -0.3	1%	1%	-18%	-5%	-16%	17	-8%
(30) COc1cccc(COC(=O)c2cc(=O)[nH]c3ccc(S(=O)(=O)N4CCOCC4)cc23)c1OC
  -5.7	2%	0%	-5%	-5%	1%	-1	-16%
(31) N#CC1(Nc2ccc([N+](=O)[O-])cc2)CCCC1
  -2.1	-2%	.	2%	-19%	-9%	3	3%
(32) COc1cccc(CNc2ccc(Br)cn2)c1O
  -2.8	5%	13%	-6%	-8%	11%	.	14%
(33) Cc1ccc(C(=O)N2CCN(c3ccccc3)CC2)cc1S(=O)(=O)N1CCCC1
  -0.4	8%	23%	-9%	-6%	2%	6	2%
(34) O=C(Nc1ccc2c(c1)[C@@H]1C[C@@H](CC(=O)N3CCOCC3)O[C@@H](CO)[C@@H]1O2)NC1CCCC1
  1.8	-8%	-27%	2%	0%	-9%	4	8%
(35) COc1ccc([N+](=O)[O-])cc1NC(=O)COC(=O)C=C(C)C
  -1.6	-4%	-25%	-6%	-4%	0%	-2	-5%
(36) Cc1[nH]n(C(N)=S)c(=O)c1N=Nc1ccc(S(=O)(=O)N2CCCC2)cc1
  1.3	5%	?	-19%	-7%	18%	?	-6%
(37) COc1ccccc1NC(=O)CCCC(=O)OC(C)C(=O)c1ccccc1 (stereo not given)
  -3.8	-9%	-11%	-18%	-9%	-6%	0	-5%
(38) CC(=O)C1=C(O)C(=O)N(Cc2ccco2)C1c1ccccc1F (stereo not given)
  -2.2	-1%	29%	-13%	3%	2%	-2	10%
(39) C=CCSc1cc(C)nc2c(-c3ccccc3)cnn12
  1.2	-4%	0%	2%	-7%	6%	0	-7%
(40) Cc1ccc(N2C(=O)c3ccccc3C2Nc2ccc(S(=O)(=O)N3CCCCC3)cc2)nc1 (stereo not given)
  -2.9	8%	35µM*	1%	-5%	10%	-2	9%
(41) COc1ccc(S(=O)(=O)N2CCCCCC2)cc1C(=O)N(C)CCOc1ccccc1
  -0.9	46%	18%	1%	-4%	4%	3	2%
(42) CC1CC(C)CN(S(=O)(=O)c2cc(C(=O)O)c(Cl)s2)C1 (stereo not given)
  -0.6	1%	-7%	-14%	7%	-5%	?	9%
(43) O=C(Nc1ccc(Cl)c(Cl)c1)OCc1cnc(Cl)s1
  -3.3	-3%	4%	-5%	-20%	6%[9.22 µM]	35	0%
(44) O=C(OCc1ccc2c(c1)OCO2)c1cccc(S(=O)(=O)N2CCCCC2)c1
  -0.1	9%	20%	-1%	-1%	21%	.	6%
(45) Cc1cc(C)nc(N/N=C/c2cccc(Cl)c2)n1
  0.2	5%	5%	-24%	1%	12%	0	-23%

Arranged by molar mass (largest number first): some entries from above
Every second line gives: IL2 activator	EPAC1 agonist	FUS suppressor	PLK1 PBD inh	WRN helicase inh	Abeta rescue	PI5P4K alpha inh	EPAC1 antagonist
(33) Cc1ccc(C(=O)N2CCN(c3ccccc3)CC2)cc1S(=O)(=O)N1CCCC1
  -0.4	8%	23%	-9%	-6%	2%	6	2%
(43) O=C(Nc1ccc(Cl)c(Cl)c1)OCc1cnc(Cl)s1
  -3.3	-3%	4%	-5%	-20%	6%[9.22 µM]	35	0%
(23) Cc1cc(OC(=O)c2cc(Cl)nc3ccccc23)ccc1Cl
  -2.0	0%	10%	-3%	-4%	18%	2	8%

The list continues.
Every second line gives: IL2 activator	EPAC1 agonist	FUS suppressor	PLK1 PBD inh	WRN helicase inh	Abeta rescue	PI5P4K alpha inh	EPAC1 antagonist
(46) CC(=O)c1c(COC(=O)c2ccncc2)nc2ccccc2[n+]1[O-]
  -1.8	-5%	-51%	-2%	-18%	0%[9.22 µM]	?	-7%
(47) CC(OC(=O)CN1C(=O)c2ccccc2C1=O)C(=O)NC1CCCCC1 (stereo not given)
  1.6	10%	3%	-8%	4%	11%	0	-3%
(48) Cc1ccc(S(=O)(=O)N(C)CC(=O)N(CC(C)C)C2CCS(=O)(=O)C2)cc1 (stereo not given)
  -2.0	3%	5%	2%	1%	-9%	3	-8%
(49) COc1cc(C(C)=O)ccc1OCC(=O)Nc1cc(Cl)ccc1-n1cncn1
  -4.5	1%	20%	-6%	1%	0%	-10	12%

Structural class, the compounds so far with a thiophene ring, fused or not.
Every second line gives: IL2 activator	EPAC1 agonist	FUS suppressor	PLK1 PBD inh	WRN helicase inh	Abeta rescue	PI5P4K alpha inh	EPAC1 antagonist
(2) CC(C)NC(=O)c1sc2nc(-c3cccs3)cc(-c3cccs3)c2c1N
  5.7	17%	?	-26%	-8%	?	.	3%
(4) CCN(c1ccc(NC(=O)COC(=O)c2ccc(C)s2)cc1)C(C)C
  -2.5	-16%	30%	-19%	-14%	10%	-1	-19%
(5) COC(=O)c1cc(C(=O)c2cc(F)ccc2O)cn2c(=O)c3c(C)c(C)sc3nc12
  -1.7	8%	6%	?	-16%	1%	-6	-22%
(8) CC(C)OC(=O)CC(=O)c1sc2nc3c(cc2c1N)CN(C)CC3
  -0.8	4%	13µM*	-30%	?	-4%	-25	-9%
(13) Nc1c(C(=O)NC23CC4CC(CC(C4)C2)C3)sc2nc3c(c(C(F)(F)F)c12)CCC3
  0.9	2%	-11%	-13%	0%	9%	.	-7%
(21) O=C(c1sc2cc(F)ccc2c1Cl)N1CCN(c2cccc(Cl)c2)CC1
  -0.2	-1%	7%	2%	5%	2%	2	15%
(26) O=C1CC(=O)Nc2cc(S(=O)(=O)NCc3cccs3)ccc2N1
  -0.5	-4%	-1%	-3%	5%	13%	-12	3%
(42) CC1CC(C)CN(S(=O)(=O)c2cc(C(=O)O)c(Cl)s2)C1 (stereo not given)
  -0.6	1%	-7%	-14%	7%	-5%	?	9%

Screens deposited in PubChem by National Center for Advancing Translational Sciences (NCATS).
